Assay outcomes deposited in PubChem BioAssay by several laboratories.
human PMI inhibitors: human PMI inhibitors, high substrate, primary screen, biochemical, fluorescence intensity, high mannose 6-phosphate (AID 1220). 0.66% of 190,000 active. recombinant PMI enzyme, coupled fluorescence intensity; higher % means a stronger effect. Mannose-6-phosphate isomerase (Homo sapiens). inhibition, % at 20 µM; hits with a dose series show IC50 in µM
WT yeast gro inh: growth inhibition of WT strain, primary screen, mitochondrial fusion inhibitor project, WT and mutant strains, chemical genetic; inhibition, % at 10 µM; 2.1% of 190,000 active; AID 1362, 2008; mitochondrial fusion phenotypic screen; in the data active = inhibition above about 58%; tested in S. cerevisiae
PhoP inhibition: inhibitors of PhoP regulon expression, primary screen, Salmonella Typhimurium, GFP reporter (AID 1863) | one-dose inhibition, % at 50 µM; IC50 in µM for titrated hits | 0.16% of 300,000 active | S. Typhimurium PhoP-regulated promoter GFP reporter, 4 h; higher % means a stronger effect;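 active = inhibition over 29.93%, a cutoff 3 SD above the screen mean, later confirmed by dose response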;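 note: 0% = low Mg2+ inducing control and 100% = high Mg2+ repressing control; strong numbers were not always called active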
RSV antiviral HEp-2: RSV antiviral activity via CPE protection, HEp-2 cells, primary 10 µM value included (AID 2391); HEp-2 cells, RSV-induced CPE inhibition; higher % means a stronger effect; CPE inhibition, % at 10 µM, or IC50 in µM where a hit was titrated; 0.13% of 310,000 active; in the data active = a potency from the dose series; note: strong numbers were not always called active
SIAH1 antagonists: Siah-1 peptide-binding antagonists, primary screen, biochemical, fluorescence polarization, rhodamine-plectin, uHTS (AID 1817); E3 ubiquitin-protein ligase SIAH1 (Homo sapiens); Siah-1 / rhodamine-plectin peptide fluorescence polarization; higher % means a stronger effect; displacement, % at 20 µM; hits with a dose series show IC50 in µM; 0.02% of 290,000 active;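 active = displacement of at least 50% at 20 µM, with a fluorescence ratio check between 0.3 and a set limit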;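 note: plate controls were Siah plus tracer with DMSO for no effect and tracer alone without Siah for full effect; strong numbers were not always called active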
XIAP displacement: XIAP antagonists, biochemical, IAP family, fluorescence polarization (AID 1018); E3 ubiquitin-protein ligase XIAP (Homo sapiens); XIAP BIR domain, fluorescence polarization peptide displacement; higher % means a stronger effect; one-dose displacement, % at 20 µM; IC50 in µM for titrated hits; 0.007% of 200,000 active; in the data active = displacement above about 50%; note: a part of the inactive calls stands beside numbers as strong as those of hits
human PMI inhibition: inhibitors of human PMI, primary screen, biochemical, fluorescence intensity, coupled assay (AID 1209). Mannose-6-phosphate isomerase (Homo sapiens). purified PMI enzyme, coupled fluorescence intensity; higher % means a stronger effect. inhibition, % at 20 µM, or IC50 in µM where a hit was titrated. 0.42% of 190,000 active;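 note: plate controls were DMSO vehicle for no effect and wells lacking substrate for full effect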
Myeloid diff MLP: induction of myeloid progenitor differentiation, primary screen, cell-based, flow cytometry, MLPCN library; ER-HoxA9 myeloid progenitors, lysozyme-GFP differentiation; 1% of 360,000 active; calls only at 10 µM;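 active = normalized GFP-positive differentiation at or above the plate's own cutoff, the solvent-only control mean plus 3 SD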;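 note: cells exposed to compound for four days before flow analysis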
TNAP activation fold: human TNAP enzyme activators, primary screen, biochemical, luminescent, no phosphate acceptor, uHTS (AID 1001) | Alkaline phosphatase, tissue-nonspecific isozyme (Homo sapiens) | purified TNAP, luminescent activation assay, no phosphate acceptor; higher activation fold means a stronger effect | activation fold at 20 µM, or EC50 in µM where a hit was titrated | 0.03% of 200,000 active; in the data active = activation fold from about 3, or a potency from the dose series; inactive = the rest, 99 in 100 with activation fold below about 1.6; note: many of its hits are not listed in these tables
WT yeast gro inh mutant strain: also measured in WT yeast gro inh; calls as there; inhibition, %; mitochondrial fusion phenotypic screen, mutant strain inhibition
Myeloid diff MLP GFP+ MAC1+ %: recorded beside Myeloid diff MLP, whose call it bears; GFP+ MAC1+ double positive, %; measured here: differentiation confirmed by MAC1 staining
* = called active by the depositor; i = inactive; . = no result given. Cut-off read from the data, not from the text of the source, unless noted: active = inhibition above about 50%; inactive = the rest.

SMILES | human PMI inhibitors | WT yeast gro inh | WT yeast gro inh mutant strain | PhoP inhibition | RSV antiviral HEp-2 | SIAH1 antagonists | XIAP displacement | human PMI inhibition | Myeloid diff MLP | Myeloid diff MLP GFP+ MAC1+ % | TNAP activation fold
Cc1ccc(N(C)C(=O)N2CCN(c3ccccn3)CC2)cc1 | 10% | 8 | 8 | 2% | 3.4% | 1% | 1.8% | 7% | i | 0.4 | 1.1
O=C(O)c1cc(-c2ccc(O)cc2)on1 | 14% | 5 | 6 | 1% | -0.6% | 11% | -3.0% | 13% | i | 0.7 | 1.1
CC1(COS(N)(=O)=O)CCCCC1 | . | . | . | 10% | 0.7% | -7% | . | . | i | 1.0 | .
CC(C)NC(=O)c1ccc(-n2nc(C(F)(F)F)c3c2CCCC3)cc1 | -1% | -9 | 7 | -9% | 1.0% | 9% | -5.2% | -1% | i | 0.4 | 1.1
O=C(c1ccc2c3n(nc2c1)-c1ccc(Cl)cc1CO3)N1CCCCC1 | . | . | . | -3% | 17% | -4% | . | . | i | 0.4 | .
CCOC(=O)c1c(C)[nH]c(C)c1C(=O)COC(=O)c1nc2nccc(C)n2n1 | -5% | -11 | -6 | 9% | 2.3% | -3% | -5.1% | -9% | i | 0.3 | 1.1
CC(O)COc1ccc(/C(=N/O)c2ccccc2)cc1 (stereo unspecified) | -5% | 43 | 1 | 3% | 2.2% | 3% | -4.3% | -5% | i | 1.0 | 1.1
CCSc1nnc(NC(=O)CSc2nnc(-c3c[nH]c4ccccc34)n2C)s1 | 4% | -4 | -9 | -6% | 1.7% | 1% | -2.8% | 3% | i | 0.9 | 1
Cn1c(NCc2ccco2)nc2ccccc21 | 6% | -17 | 6 | 10% | 0.1% | -2% | -1.8% | 5% | i | 0.6 | 1.2
COc1ccc(Br)cc1S(=O)(=O)N(CC(=O)N1CCN(C)CC1)c1ccccc1 | . | . | . | -2% | 0.3% | 2% | . | . | i | 0.7 | .
CCCc1oc(C(=O)O)cc1CN1CCCC1 | -4% | -12 | -7 | 17% | -0.7% | 1% | -2.4% | 2% | i | 6.2 | 1.1
CCOC(=O)c1nnn(CC(=O)NC(=O)Nc2ccccc2)c1C(=O)OCC | -6% | -5 | -10 | -4% | 1.6% | 10% | -2.6% | -6% | i | 0.4 | 1
CN(CCc1cn[nH]c1)Cc1nc(Cc2ccccc2)no1 | 11% | -2 | 4 | -4% | 1.6% | 6% | -6.4% | 13% | i | 0.3 | 1.1
O=S(Cc1ccc(Cl)cc1)CC(O)COc1ccc(Cl)cc1 (stereo unspecified) | 5% | 1 | 8 | -1% | 0.9% | -4% | -0.9% | 2% | i | 2.8 | 1.1
CC(C)NC(=O)c1ccc(-n2c(=S)[nH]c3ccccc3c2=O)cc1 | -4% | -2 | 18 | 0% | 1.3% | 13% | -4.0% | -5% | . | . | 1.1
CCCCCCNC(=O)CC(c1ccccc1)c1cc(Br)ccc1O (stereo unspecified) | 0% | 65 | 70 | -7% | 9.2% | -3% | -4.1% | 4% | i | 1.4 | 1
Cc1ccc(C(=O)OCC(=O)NCC2CCCO2)c(C)c1 (stereo unspecified) | 12% | -9 | -18 | -2% | 3.6% | -2% | -2.2% | 10% | i | 0.5 | 1.1
Cc1ccc(Nc2nnc(SCC3CCCCO3)s2)cc1 (stereo unspecified) | 0% | 30 | 15 | 14% | 1.8% | -5% | 0.2% | 10% | i | 1.7 | 1
CC(=O)c1ccc(-n2c(=O)[nH]c(=O)c3c(N)c(C(=O)c4ccc(Cl)cc4)sc32)cc1 | . | . | . | 3% | 2.9% | 2% | . | . | i | 0.3 | .
Cc1cccc(C)c1NC(=O)COC(=O)c1ccccc1O | . | . | . | 0% | 3.1% | -3% | . | . | i | 0.5 | .
O=C(NCc1ccccc1Cl)C1CCN(S(=O)(=O)N2CCCCC2)CC1 | -12% | -13 | -12 | -8% | -0.5% | -2% | -3.8% | -6% | i | 1.0 | 1.1
COc1cc2c(cc1OC)C(=S)NC(C)(C)C2 | -4% | -25 | -5 | -3% | 1.2% | 2% | -14% | -1% | i | 0.8 | 1
Cc1ccc(N(CC2CO2)S(=O)(=O)c2ccc(C)cc2)cc1 (stereo unspecified) | 0% | -26 | 0 | -4% | 0.7% | 0% | -7.4% | 8% | i | 0.1 | 1
CCOc1ccc(N(CC(=O)NC2CCCCC2)C(=O)CSc2nnc(COc3ccccc3)o2)cc1 | 7% | 6 | -1 | 3% | 2.7% | 11% | -0.5% | 6% | i | 0.8 | 1.1
O=C1OCCC1Sc1nc2ccccc2[nH]1 (stereo unspecified) | 0% | -7 | -5 | 10% | 1.2% | -4% | -2.8% | -9% | i | 6.2 | 1.1
(next part)
SMILES | human PMI inhibitors | WT yeast gro inh | WT yeast gro inh mutant strain | PhoP inhibition | RSV antiviral HEp-2 | SIAH1 antagonists | XIAP displacement | human PMI inhibition | Myeloid diff MLP | Myeloid diff MLP GFP+ MAC1+ % | TNAP activation fold
CCc1cccc2c(C(=O)C(NCCOC)c3ccccc3)c[nH]c12 (stereo unspecified) | . | . | . | 7% | 7.9% | -3% | . | . | i | 0.2 | .
CC(=O)N/C(=N\OCc1ccccc1Cl)c1nonc1NC(C)=O | 3% | -7 | 3 | -9% | 0.1% | 4% | -11% | 5% | i | 0.5 | 1
COC(=O)c1ccc(NC(=O)c2cccnc2)cc1 | . | . | . | 2% | 2.1% | 1% | . | . | i | 0.4 | .
Cc1ccc(OC(=O)CCN2C(=O)c3ccccc3C2=O)cc1C | 3% | -4 | 2 | 6% | 1.4% | 4% | -4.7% | 7% | i | 0.2 | 1.1
N#CCc1nn2c(-c3ccccc3)ccnc2c1C#N | . | . | . | -1% | 0.5% | -6% | . | . | i | 0.7 | .
COC(=O)c1nc(Cl)c(Cl)c(N)c1Cl | -9% | -14 | 16 | 1% | 7.1% | 0% | -3.3% | -13% | i | 0.2 | 1.1
Cc1ccc(N=C2S/C(=C\c3cn(CC(=O)O)c4ccccc34)C(=O)N2C)cc1 | -15% | -6 | -10 | -35% | 6.3% | -12% | -3.3% | -24% | i | 0.7 | 1
Cc1cccc(NC(=S)N(C)C)c1C | . | . | . | -4% | 2.1% | 4% | . | . | i | 0.7 | .
COC(=O)/C(=N/Nc1cccc(C)c1)N1CCCc2ccccc21 | -80% | 45 | 1 | 2% | 17% | -5% | -5.8% | -32% | i | 0.5 | 1.2
N#Cc1cnn(-c2ccccc2)c1NC(=O)CN1CCN(c2ccccc2)CC1 | . | . | . | -12% | 0.4% | 0% | . | . | i | 0.4 | .
CCC(C)NS(=O)(=O)c1ccc(F)c(C(=O)Nc2c(F)cc(F)cc2Br)c1 (stereo unspecified) | -19% | 10 | -11 | -1% | 0.9% | 0% | -6.5% | -24% | i | 0.0 | 1
COc1ccc(N2C(=O)CCC2(C(N)=O)c2ccccc2)cc1 (stereo unspecified) | -8% | 4 | 4 | 6% | 0.4% | 5% | -4.2% | -5% | i | 0.7 | 1.1
CC1=CC(C)C2COC(c3ccc[n+](C)c3)C1C2C (stereo unspecified) | -8% | 5 | 18 | -3% | 0.8% | -2% | -1.8% | 4% | i | 0.6 | 1.1
CSCCC(=O)Nc1ccc(C(C)=O)cc1 | 1% | 22 | 16 | 4% | 0.5% | 9% | -3.6% | -5% | i | 1.5 | 1
COc1ccc(S(=O)(=O)Nc2cc([N+](=O)[O-])ccc2OC)cc1 | 19% | -16 | 9 | -19% | 0.7% | 0% | -3.2% | 24% | i | 2.9 | 1.1
CCN(CC)C(=O)CSc1nnc([C@H](CCSC)NC(=O)OC(C)(C)C)o1 | -3% | -12 | 13 | -11% | 1.3% | -2% | -4.6% | -15% | i | 0.8 | 1.1
CC(C)C(=O)Nc1ccc(NC(=O)c2ccco2)cn1 | 15% | 1 | 12 | 9% | 1.4% | 3% | 1.5% | -4% | i | 0.0 | 1.1
O=C(Nc1ccccc1)Nc1ncc([N+](=O)[O-])s1 | 0% | 70* | 59* | 40µM* | . | 0% | -2.8% | -11% | . | . | 0.8
O=C(COc1ccc([N+](=O)[O-])cc1)NC(C(=O)O)C(O)c1cccc([N+](=O)[O-])c1 (stereo unspecified) | -1% | -5 | 1 | -8% | -0.7% | 2% | -4.3% | 1% | i | 0.4 | 1
COc1ccccc1CNC(=O)COC(=O)C1=COCCO1 | 10% | -11 | -7 | 1% | 1.5% | 1% | -3.0% | -10% | i | 0.9 | 1.1
Cc1nnc(SCC(=O)NNC(=O)c2ccco2)n1-c1ccccc1 | -11% | 6 | 10 | 3% | 0.7% | 2% | -7.3% | -13% | i | 0.2 | 1.3
NC(=S)Nc1cccc(Cl)c1 | . | . | . | 4% | -0.9% | 0% | . | . | i | 0.4 | .
Cc1cccc(OCC(=O)N/N=C\C=C\c2ccc3c(c2)OCO3)c1C | -1% | -9 | 5 | -5% | -0.3% | 10% | 0.9% | 0% | i | 0.4 | 1.1
CCOC(=O)CC1C(=O)NCCN1S(=O)(=O)c1ccc(Cl)cc1Cl (stereo unspecified) | -3% | 12 | -2 | 9% | 0.9% | 2% | -7.4% | 2% | i | 1.1 | 1.1

Grouped by structure: the entries above with an NH in an aromatic ring (seven)
SMILES | human PMI inhibitors | WT yeast gro inh | WT yeast gro inh mutant strain | PhoP inhibition | RSV antiviral HEp-2 | SIAH1 antagonists | XIAP displacement | human PMI inhibition | Myeloid diff MLP | Myeloid diff MLP GFP+ MAC1+ % | TNAP activation fold
CCOC(=O)c1c(C)[nH]c(C)c1C(=O)COC(=O)c1nc2nccc(C)n2n1 | -5% | -11 | -6 | 9% | 2.3% | -3% | -5.1% | -9% | i | 0.3 | 1.1
CCSc1nnc(NC(=O)CSc2nnc(-c3c[nH]c4ccccc34)n2C)s1 | 4% | -4 | -9 | -6% | 1.7% | 1% | -2.8% | 3% | i | 0.9 | 1
CN(CCc1cn[nH]c1)Cc1nc(Cc2ccccc2)no1 | 11% | -2 | 4 | -4% | 1.6% | 6% | -6.4% | 13% | i | 0.3 | 1.1
CC(C)NC(=O)c1ccc(-n2c(=S)[nH]c3ccccc3c2=O)cc1 | -4% | -2 | 18 | 0% | 1.3% | 13% | -4.0% | -5% | . | . | 1.1
CC(=O)c1ccc(-n2c(=O)[nH]c(=O)c3c(N)c(C(=O)c4ccc(Cl)cc4)sc32)cc1 | . | . | . | 3% | 2.9% | 2% | . | . | i | 0.3 | .
O=C1OCCC1Sc1nc2ccccc2[nH]1 (stereo unspecified) | 0% | -7 | -5 | 10% | 1.2% | -4% | -2.8% | -9% | i | 6.2 | 1.1
CCc1cccc2c(C(=O)C(NCCOC)c3ccccc3)c[nH]c12 (stereo unspecified) | . | . | . | 7% | 7.9% | -3% | . | . | i | 0.2 | .
